From PubChem BioAssay
DNMT1 inh = inhibitors of human DNMT1. DNMT1 molecular beacon, Hinp1I cleavage, fluorescence. inhibition (reported as % activation of signal), % at 10 µM. hit rate 0.83% among 360,000. AID 588458; in the data active = inhibition above about 50%
Rpn11 block = inhibitors of human proteasome Rpn11 | O00487 | human 26S proteasome, Ub4-pepOG fluorescence polarization; 20S core pre-blocked with epoxomicin | calls only at 20 µM | hit rate 0.59% among 360,000 | AID 588493;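 active = inhibition at 20 µM, scaled to each plate's controls, above about 33%, limit read from the data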
Scp1 inh = inhibitors of human Scp-1 phosphatase; Q9GZU7; Recombinant Scp1, phosphopeptide, malachite green phosphate absorbance; hit rate 0.88% among 340,000; inhibition, % at 20 µM;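 active = inhibition above about 50% at 20 µM, limit read from the data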;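 note: plate controls were DMSO wells with enzyme for no effect and wells lacking enzyme for full effect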
Target sequence (Q9GZU7 76-261 limits assumed): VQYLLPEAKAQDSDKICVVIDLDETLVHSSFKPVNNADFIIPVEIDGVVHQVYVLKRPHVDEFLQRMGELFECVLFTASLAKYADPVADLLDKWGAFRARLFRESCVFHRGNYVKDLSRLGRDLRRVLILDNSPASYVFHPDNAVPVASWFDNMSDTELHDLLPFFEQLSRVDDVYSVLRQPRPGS
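Incubation: 45 min enzyme reaction at room temperature / System: truncated SCP-1 phosphatase (76-261aa) / Reagent: Phospho 17-mer peptide substrate / Buffer or medium: Acidic Tris acetate buffer with magnesium and detergent / Signal: absorbance at 630 nm / Doses: one concentration, 20 µM, with 1.0% DMSO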
SUMO1 PPI mod = SUMO1-SIM interaction modulation; inhibition, % at 20 µM; hit rate 0.33% among 360,000; AID 602429; SUMO1 binding to a labelled peptide, TR-FRET, 1 h; P63165; in the data active = inhibition above about 37%
Target sequence (P63165 whole entry, looked up): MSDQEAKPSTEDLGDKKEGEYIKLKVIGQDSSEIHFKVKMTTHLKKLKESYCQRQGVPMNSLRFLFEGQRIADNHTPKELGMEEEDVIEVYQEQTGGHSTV
Neddyl block = inhibitors of human cullin neddylation; P61081+Q13564; TR-FRET cullin neddylation, biochemical; calls only at 25 µM; hit rate 0.58% among 360,000; AID 651699; in the data active = inhibition above about 36%
STEP inh = blocks human striatal-enriched tyrosine phosphatase. P54829. recombinant STEP, OMFP fluorogenic substrate, fluorescence. AID 588621. inhibition, % at 20 µM. hit rate 0.25% among 360,000;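 active = inhibition at 20 µM, scaled per plate between control wells, above about 37%, limit read from the data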;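 note: 0% = DMSO with enzyme and substrate and 100% = substrate only without enzyme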
Target sequence (P54829 whole entry, looked up): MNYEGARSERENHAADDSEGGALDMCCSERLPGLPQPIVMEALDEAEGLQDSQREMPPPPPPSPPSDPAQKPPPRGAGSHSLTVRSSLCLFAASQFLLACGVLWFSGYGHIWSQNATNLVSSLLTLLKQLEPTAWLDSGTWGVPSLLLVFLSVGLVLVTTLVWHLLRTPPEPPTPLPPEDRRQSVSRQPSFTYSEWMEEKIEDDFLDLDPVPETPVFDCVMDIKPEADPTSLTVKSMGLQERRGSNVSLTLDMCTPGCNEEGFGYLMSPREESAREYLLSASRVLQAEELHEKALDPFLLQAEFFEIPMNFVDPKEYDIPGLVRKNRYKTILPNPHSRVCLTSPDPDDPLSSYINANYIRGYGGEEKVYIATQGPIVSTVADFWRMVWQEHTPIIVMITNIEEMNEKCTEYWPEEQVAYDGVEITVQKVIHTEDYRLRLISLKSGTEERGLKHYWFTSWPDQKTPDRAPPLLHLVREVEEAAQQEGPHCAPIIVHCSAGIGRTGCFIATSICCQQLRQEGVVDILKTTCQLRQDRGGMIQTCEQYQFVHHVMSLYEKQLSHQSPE
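System: isolated STEP enzyme; schedule: 20 min enzyme reaction at room temperature, protected from light; medium: Bis-Tris buffer pH 6.0, 2.5 mM DTT, 0.005% Tween 20; signal: fluorescence, 480/540 nm; dosing: single compound dose of 20 µM, 1% DMSO final; also added: OMFP substrate, 25 µM final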
CSN inh = inhibitors of human CSN-mediated cullin deneddylation. Q92905. hit rate 0.38% among 360,000. Purified CSN, SCF-Nedd8-OG deneddylation, fluorescence polarization. inhibition, % at 12.5 µM. AID 651999;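 active = pattern-corrected inhibition above about 35%, with an unprinted fluorescence ratio check between 0.5 and 1.5, limit read from the data, passing the limit was not always enough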;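 note: 0% = enzyme with substrate and 100% = substrate without enzyme; some results filed as inactive read as strong as hits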
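Assay system: Purified human Csn5 enzyme expressed in HEK293T cells | Amount: Enzyme 0.24 nM | Measured by: Fluorescence polarization readout | Medium: Tris/NaCl/DTT buffer, pH 7.5 | Compound dosing: One concentration, 12.5 µM, 0.25% DMSO | Times: 90 min incubation of compound, enzyme and substrate at room temperature | Control set: no-enzyme wells high, enzyme-with-substrate wells low | Read-out: % inhibition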
LMPTP block = LMPTP (human) inhibition | hit rate 0.22% among 360,000 | recombinant LMPTP-A, OMFP fluorogenic substrate, fluorescence intensity | P24666 | inhibition, % at 20 µM;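 active = compounds that cut the enzyme signal by at least half of the control window in the single-dose screen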;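 note: plate controls were DMSO wells with enzyme plus substrate for no effect and substrate without enzyme for full effect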
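Test system – LMPTP-A enzyme · Amount – LMPTP-A at 0.625 nM final in the reaction · Buffer or medium – Bis-Tris pH 6.0, DTT, detergent · Reagent – OMFP 400 µM · Doses – single 20 µM dose · Schedule – reaction 50 min, room temperature, dark · Detection – fluorescence intensity of OMFP turnover product · Evaluation – percent inhibition versus substrate-only and uninhibited controls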
NadD block = NadD (S. aureus) enzyme inhibition; purified NadD enzyme, colorimetric absorbance read-out; inhibition, % at 20 µM; hit rate 0.78% among 360,000; AID 602399; in the data active = inhibition above about 26%; note: some compounds past the cut are filed as inactive
Rin1-Abl PPI inh = human Rin1-Abl interaction inhibition | P00519+Q13671 | TR-FRET Rin1/Abl binding, biochemical | inhibition, % at 7.35 µM | hit rate 0.4% among 360,000 | AID 588664; in the data active = inhibition above about 5%, passing the limit was not always enough
An asterisk follows results filed as active; i = inactive.

DNMT1 inh,Rpn11 block,Scp1 inh,SUMO1 PPI mod,Neddyl block,STEP inh,CSN inh,LMPTP block,NadD block,Rin1-Abl PPI inh,compound
2,i,-2,5,i,-2,2,0.4,2,3,CCCCn1cnc2c(sc3nc4c(cc32)CSC(C)(C)C4)c1=O
-3,i,-11,0,i,2,-7,-0.9,-4,2,Cc1ccsc1C(=O)OCC(=O)N1CCc2ccccc2C1
-1,i,-1,1,i,-1,-1,0.2,-1,5,CCOc1ccc(Br)cc1S(=O)(=O)Nc1ncn[nH]1
-26,i,4,-1,i,-3,-11,27,0,-4,Cc1cccc(-c2nc(Nc3ccc(N4CCOCC4)cc3)c3ccccc3n2)c1
2,i,-16,-7,i,-1,-3,-0.6,-2,-4,Cc1ccc(S(=O)(=O)N(C)C)cc1NC(=O)C(C)OC(=O)/C=C/c1cccs1 (stereo not given)
6,i,16,1,i,2,5,0.7,-3,0,Cc1cc(C)nc(NNS(=O)(=O)c2c(C)cc(C(C)(C)C)cc2C)n1
-4,i,0,-10,i,-1,-4,0.2,-6,1,COc1ccc(/C=N/NC(=O)c2cccc(S(=O)(=O)N3CCCC3)c2)cc1O
-1,i,7,3,i,0,1,-3.4,-4,4,COc1cc(OC)c(OC)cc1CN(C)C(c1ccccc1)c1nnnn1-c1ccccc1C (stereo not given)
2,i,-5,2,i,-5,0,-1.0,-7,-2,CCOC(=O)C1=NN(C(C)=O)C2(CC(=O)N(c3ccc(C)c(C)c3)C2=O)C1 (stereo not given)
2,i,7,-1,i,3,-9,-1.3,-4,-4,Cc1ccc(C)c(NC(=O)C(NCC(C)(C)N2CCOCC2)c2ccccc2)c1 (stereo not given)
0,i,2,-6,i,-2,0,-0.2,-4,-1,O=S(=O)(N/N=C\C=C\c1ccccc1)c1ccccc1
10,i,-6,-5,i,0,-8,0.8,-1,4,CCNc1nc(=S)nc(NC(C)C)[nH]1
3,i,-9,-4,i,0,-4,-2.2,4,1,O=C(CCc1nnc(CCCCc2ccccc2)o1)NCCn1cccn1
0,i,3,-2,i,2,-2,3.8,10,3,c1ccc(CCn2c3ccccc3c3nnc(SCc4ccc5nonc5c4)nc32)cc1
3,i,-3,0,i,-3,-4,-0.1,-4,-3,O=C(CCC(=O)Nc1ccccc1Cl)N/N=C1\CCCc2ccccc21
1,i,0,-21,i,-4,3,-0.3,0,1,O=[N+]([O-])c1cccc(S(=O)(=O)N/N=C/c2ccc(O)cc2)c1
1,i,-2,0,i,4,-4,0.0,-7,1,Cc1cccc(N(CC(=O)NC2CCCC2)C(=O)c2c(C)noc2C)c1
-9,i,-18,-3,i,0,-2,1.4,-3,-5,CSc1ccccc1-n1nnnc1SCc1ccccc1
-1,i,-10,5,i,3,-2,0.0,-6,-4,CC(=O)c1cccc(NC(=O)COc2ccc(S(=O)(=O)N3CCCCC3)cc2)c1
1,i,1,-1,i,0,0,0.5,-5,1,CC(=O)c1cccc(-c2csc(N3CCC(C(N)=O)CC3)n2)c1

Part of the list above in order of count of non-hydrogen atoms, high to low.
DNMT1 inh,Rpn11 block,Scp1 inh,SUMO1 PPI mod,Neddyl block,STEP inh,CSN inh,LMPTP block,NadD block,Rin1-Abl PPI inh,compound
-1,i,7,3,i,0,1,-3.4,-4,4,COc1cc(OC)c(OC)cc1CN(C)C(c1ccccc1)c1nnnn1-c1ccccc1C (stereo not given)
0,i,3,-2,i,2,-2,3.8,10,3,c1ccc(CCn2c3ccccc3c3nnc(SCc4ccc5nonc5c4)nc32)cc1
-1,i,-10,5,i,3,-2,0.0,-6,-4,CC(=O)c1cccc(NC(=O)COc2ccc(S(=O)(=O)N3CCCCC3)cc2)c1
2,i,-5,2,i,-5,0,-1.0,-7,-2,CCOC(=O)C1=NN(C(C)=O)C2(CC(=O)N(c3ccc(C)c(C)c3)C2=O)C1 (stereo not given)
1,i,-2,0,i,4,-4,0.0,-7,1,Cc1cccc(N(CC(=O)NC2CCCC2)C(=O)c2c(C)noc2C)c1
2,i,-2,5,i,-2,2,0.4,2,3,CCCCn1cnc2c(sc3nc4c(cc32)CSC(C)(C)C4)c1=O

Remaining list, next part.
DNMT1 inh,Rpn11 block,Scp1 inh,SUMO1 PPI mod,Neddyl block,STEP inh,CSN inh,LMPTP block,NadD block,Rin1-Abl PPI inh,compound
2,i,-4,2,i,3,2,-0.3,-4,2,CC(=O)Nc1ccc(SCC(=O)N2CCN(S(=O)(=O)c3ccccc3)CC2)cc1
4,i,-10,-13,i,0,-5,-7.1,2,5,CCCN(CC(=O)Nc1ccccc1C)C(=O)c1ccc(OCC(=O)N2CCOCC2)c(OCC)c1
2,i,-2,9,i,-1,1,0.4,-3,1,O=C(NC1C2CC3CC(C2)CC1C3)c1ccc(Br)o1 (stereo not given)
2,i,-4,-4,i,-4,0,-0.5,2,3,CN(CCc1ccccn1)C(=O)CCC1CCCN(C(=O)c2n[nH]c3c2CCCC3)C1 (stereo not given)
7,i,-4,0,i,-1,-3,-1.5,0,4,CCN1CCN(C(c2cccs2)C(C)NC(=O)c2ccccc2F)CC1 (stereo not given)
5,i,-6,0,i,0,-6,-1.9,1,-3,COC(=O)[C@@H]1[C@@H](C)N(Cc2ccccc2)C(=O)N[C@H]1c1ccccc1
-1,i,-2,-12,i,2,2,2.1,-1,-2,Clc1cccc(-c2nc3nc4ccccc4nc3n2Cc2ccco2)c1
-11,i,6,7,i,5,0,14,8,5,Cc1ccc(OCCN2CCN(c3nc(NCc4ccco4)c4ccccc4n3)CC2)cc1
2,i,0,0,i,0,-3,-1.1,1,1,Cc1cc(C(=O)Nc2c(C)nn(Cc3ccc(F)cc3)c2C)on1
2,i,-4,-7,i,5,4,8.3,13,-4,Cc1cc(C)cc(OCC(O)CN2CCC(CN3C(=O)c4cccc5cccc(c45)C3=O)CC2)c1 (stereo not given)
28,i,7,-2,i,1,-4,-1.5,12,1,Cc1cccc(NC(=O)c2cc3c([nH]c4ccccc43)c(C)n2)c1C
2,i,-6,-4,i,1,1,0.6,6,-2,NS(=O)(=O)c1ccc(CCNC(=O)C(=O)c2cn(CC(=O)N3CCCC3)c3ccccc23)cc1
8,i,0,-15,i,1,5,-3.1,-4,-2,c1ccc(-c2cc3ncccc3cn2)cc1
8,i,8,1,i,10,-5,1.6,-5,4,COc1ccccc1CCC(=O)OCC(=O)N1c2ccccc2NC(=O)C1(C)C
6,i,-2,-2,i,-2,-3,-0.3,3,2,CCCCCOC(=O)C1C2C=CC3(CN(c4ccccc4C)C(=O)C13)O2 (stereo not given)
6,i,-7,-14,i,1,4,0.3,7,-5,Cc1oc2c(c(C)cc3oc(=O)c(CC(=O)NCCCO)c(C)c32)c1C
0,i,-8,-3,i,1,6,1.7,1,-4,Cc1cc(=O)[nH]c(N/N=C/C(C)c2ccccc2)n1 (stereo not given)
0,i,-5,0,i,1,6,-1.7,-8,2,Cc1cc(S(=O)(=O)NC2CCCCC2)ccc1-n1cnnn1
-5,i,-11,0,i,-4,-4,-0.3,-9,-4,C#C[C@]1(O)CCC2C3CCC4=Cc5oncc5CC4(C)C3CCC21C (stereo not given in full)
-4,i,-7,-1,i,4,4,4.3,4,-4,N#Cc1c(-c2ccccc2)cc(-c2ccccc2)nc1SCCC(=O)O

(more compounds)
DNMT1 inh,Rpn11 block,Scp1 inh,SUMO1 PPI mod,Neddyl block,STEP inh,CSN inh,LMPTP block,NadD block,Rin1-Abl PPI inh,compound
-4,i,1,6,i,1,5,1.0,3,1,O=C(COc1ccccc1Cl)Nc1ccc(N2CCN(C(=O)c3ccccc3)CC2)cc1
0,i,0,3,i,-8,-10,0.8,-1,0,CCOc1ccc(OCCn2ccnc2)cc1
-4,i,-5,-42,i,-2,11,80*,2,-1,Cc1c(-c2ccccc2)c(-c2ccc(OCCN(C)C)cc2)n2ccccc12
-2,i,-9,-2,i,0,0,-0.6,-3,0,COc1ccc(C2SCC(=O)N2Cc2ccccc2)cc1 (stereo not given)
0,i,2,-22,i,0,-12,2.3,4,0,O=C(CCNC(=O)c1ccc([N+](=O)[O-])cc1)Nc1ccccc1N1CCOCC1
-1,i,-4,-6,i,2,0,-2.1,1,0,COc1ccc(/C(O)=C2/C(=O)C(=O)N(CCCN3CCOCC3)C2c2ccc(N(C)C)cc2)cc1 (stereo not given)
-1,i,-1,-37,i,-12,-1,4.2,7,-11,COc1ccc(C(=O)C[n+]2cc(Br)cc3ccccc32)cc1[N+](=O)[O-]
-4,i,-13,-5,i,0,4,2.4,-7,0,COc1cc(/C=N\NC(=O)c2cccnc2)ccc1OC(=O)c1ccccc1Cl
2,i,-9,3,i,3,-4,3.5,3,1,Cc1ccc(NC(c2ccccc2)c2nc3ccccc3[nH]c2=O)cc1 (stereo not given)
-1,i,-2,3,i,3,-2,-0.5,0,3,COc1ccc(CCNC(=O)C23CCC(C)(C(=O)C2=O)C3(C)C)cc1OC (stereo not given)
-1,i,1,4,i,1,3,-0.8,-1,4,Cc1ccc(-n2nc(C)c3c2OC(N)=C(C#N)C3c2cccs2)cc1 (stereo not given)
-3,i,-7,0,i,-3,-1,-1.6,1,4,Cc1cccc(C)c1NC(=O)CN(C)CC(=O)N1CC(=O)Nc2ccccc21
1,i,-5,-1,i,7,-1,-0.8,-3,-6,CCCNC(=O)CC(NS(=O)(=O)c1ccc(NC(C)=O)cc1)C(C)C (stereo not given)
-1,i,-4,-5,i,0,5,-2.6,-4,-1,CC(=O)CCc1ccc(OCCCCn2cncn2)cc1
3,i,-1,-1,i,1,-3,0.3,1,-1,Cc1nc(NC(=O)C2CCCCC2)sc1C
